ssDAF12 agonist: S. stercoralis DAF-12 nuclear receptor activators, primary screen, cell-based, luminescence, HEK293, GRIP1 co-expression, lit1-tk-luc. activation, % at 6.8 µM. AID 652126, 2013. 1% of 370,000 active. HEK293 ssDAF-12/GRIP1 lit1-tk-luc reporter; % of 3 µM dafachronic acid response. Nuclear hormone receptor DAF-12 (Strongyloides stercoralis);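 active = activation above the mean over all tested compounds plus 3 SD, cut at about 0.9% in these data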;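 note: 0% = DMSO-only wells and 100% = 3 µM delta7-dafachronic acid wells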
hcDAF-12 act: H. contortus DAF-12 nuclear receptor activators, primary screen, cell-based, luminescence, HEK293, lit1-tk-luc reporter. HEK293 hcDAF-12 lit1-tk-luc reporter; 0% DMSO, 100% Δ7-dafachronic acid. activation, % at 6.8 µM. 1.4% of 370,000 active. AID 652067, 2013;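 active = activation above the mean of all tested compounds plus 3 SD, cut at about 5.5% in these data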;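 note: 100% = response to 3 µM Δ7-dafachronic acid high control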
GAA850 FXN act: FXN promoter activators, primary screen, cell-based, luciferase luminescence, HEK293 lucGAA850; 0.56% of 360,000 active; HEK293 lucGAA850 FXN promoter luciferase reporter, 24 h; percent of 10 µM SAHA response; AID 540364, 2011; activation, % at 6 µM;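 active = activation above the average of all compounds screened plus 3 SD, cutoff fixed separately per campaign, cut at about 7.5% in these data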;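 note: 0% = DMSO wells and 100% = 10 µM SAHA wells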
PLCb3 inh: human PLC-beta3 inhibitors, primary screen, biochemical, fluorescence | 1-phosphatidylinositol 4,5-bisphosphate phosphodiesterase beta-3 (Homo sapiens), Q01970 | Purified PLC-beta3, fluorogenic substrate | inhibition, % at 12.2 µM | 0.18% of 370,000 active | AID 720704, 2013; in the data active = inhibition above about 11%;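 note: 0% = median of compound wells on plate and 100% = full blocker control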
PG9 Ab binder: binders of HIV-1 gp120 antibody PG9, primary screen, biochemical, TR-FRET | 0.43% of 360,000 active | TR-FRET gp120-PG9 antibody binding | inhibition, % at 6.7 µM | AID 624416, 2012; in the data active = inhibition above about 8.5%
SMARCA2 activ: SMARCA2 (BRM) function activators, primary screen, cell-based, luminescence, high throughput. activation, % at 9.1 µM. 1% of 370,000 active. MG213 cells, MMTV-luciferase reporter, dexamethasone, overnight; in the data active = activation above about 7.8%;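 note: 0% = vehicle wells and 100% = reference activator wells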
hgDAF12 agonist: H. glycines DAF-12 receptor agonists, primary screen, cell-based, luminescence, HEK293, GAL4 fusion, UAS-luciferase. Nuclear hormone receptor DAF-12 (Heterodera glycines), GAL4 fusion. HEK293 GAL4-hgDAF12 UAS-luciferase reporter, agonist luminescence; normalized to butyrate control. activation, % at 6.8 µM. 1.8% of 370,000 active. AID 687014, 2013;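 active = activation above a cutoff set at the mean of all screened compounds plus 3 SD, cut at about 10% in these data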;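 note: 0% = DMSO wells and 100% = sodium butyrate wells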
sPLA2-III inh: human group III sPLA2 inhibitors, primary screen, biochemical, QFRET, BODIPY PC-A2 liposome substrate; inhibition, % at 12.2 µM; Group 3 secretory phospholipase A2 (Homo sapiens), Q9NZ20; QFRET BODIPY PC-A2 liposome hydrolysis, fluorescence; 0.56% of 370,000 active;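 active = inhibition above mean plus 3 SD of compounds lying within the high and low control bounds, cut at about 19% in these data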;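 note: 0% = median of test compound wells and 100% = no enzyme DMSO wells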
DAX1 inh-1: DAX1 (NR0B1) inhibitors on StAR promoter, primary screen, cell-based, luminescence, SF-1 (NR5A1), full-length DAX-1 | AID 652010, 2013 | inhibition, % at 6.8 µM | 1.1% of 370,000 active | HEK293T StAR-luciferase reporter, SF-1/DAX-1 repression relief;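 active = inhibition above the mean over all tested compounds plus 3 SD, cut at about 3.6% in these data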;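 note: 0% = DAX-1 cells with DMSO and 100% = cells lacking DAX-1 with DMSO; higher inhibition means more luminescence from relief of DAX-1 repression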
DAX1 inh-2: DAX1 (NR0B1) inhibitors, primary screen, cell-based, HEK293, Gal4-DAX1, luciferase luminescence | HEK293 Gal4-DAX1 luciferase reporter | AID 504766, 2011 | Nuclear receptor subfamily 0 group B member 1 (Homo sapiens), P51843 | 0.99% of 340,000 active | inhibition, % at 6.75 µM;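 active = inhibition above the mean over all tested compounds plus 3 SD, cut at about 4.2% in these data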;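 note: 0% = DAX1-transfected cells with DMSO and 100% = empty-vector control cells with DMSO; inhibition shows as a rise in luminescence from relieved DAX1 repression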
Target sequence (P51843 207-470 limits assumed): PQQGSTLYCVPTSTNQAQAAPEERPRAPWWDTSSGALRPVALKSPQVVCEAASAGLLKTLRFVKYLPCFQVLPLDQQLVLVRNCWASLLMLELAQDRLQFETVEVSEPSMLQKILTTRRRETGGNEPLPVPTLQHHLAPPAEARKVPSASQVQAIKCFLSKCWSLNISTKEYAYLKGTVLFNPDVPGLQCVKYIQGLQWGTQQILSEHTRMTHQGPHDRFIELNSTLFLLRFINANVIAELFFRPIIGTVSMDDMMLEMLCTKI
Rev-erbA mod: modulators of Rev-erb alpha DNA binding, primary screen, biochemical, FITC-DNA, fluorescence polarization, uHTS; Nuclear receptor subfamily 1 group D member 1 (Homo sapiens), P20393; Rev-erbα–FITC-DNA binding, 90 min; activity, % at 10 µM; 0.79% of 370,000 active; AID 1259318, 2017;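 active = activity above about 14%, limit read from the data; passing the limit was not always enough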;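 note: 0% = DMSO wells with 35 nM protein and 100% = DMSO wells with 750 nM protein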
Target sequence (P20393 whole entry, looked up): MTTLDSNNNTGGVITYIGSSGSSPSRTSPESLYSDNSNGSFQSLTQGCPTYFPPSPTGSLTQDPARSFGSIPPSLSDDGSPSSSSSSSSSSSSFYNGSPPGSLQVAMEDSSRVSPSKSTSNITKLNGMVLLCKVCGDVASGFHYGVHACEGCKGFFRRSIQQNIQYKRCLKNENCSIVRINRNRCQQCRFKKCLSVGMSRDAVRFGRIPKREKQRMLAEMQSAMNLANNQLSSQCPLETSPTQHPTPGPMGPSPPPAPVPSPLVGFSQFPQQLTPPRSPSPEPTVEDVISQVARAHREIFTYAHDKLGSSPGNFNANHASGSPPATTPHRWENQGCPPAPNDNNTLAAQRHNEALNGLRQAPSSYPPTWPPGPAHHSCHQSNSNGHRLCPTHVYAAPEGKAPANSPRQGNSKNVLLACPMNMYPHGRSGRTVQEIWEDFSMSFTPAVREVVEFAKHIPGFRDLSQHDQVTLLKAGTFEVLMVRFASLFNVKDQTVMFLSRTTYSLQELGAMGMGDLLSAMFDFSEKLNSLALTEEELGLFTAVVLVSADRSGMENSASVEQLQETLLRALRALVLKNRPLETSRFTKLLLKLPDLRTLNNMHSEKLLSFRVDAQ
Numbers without * were called inactive; . = not tested or not shown.

No.	mol	PG9 Ab binder	GAA850 FXN act	DAX1 inh-2	hgDAF12 agonist	SMARCA2 activ	DAX1 inh-1	sPLA2-III inh	hcDAF-12 act	Rev-erbA mod	PLCb3 inh	ssDAF12 agonist
1	CCCCOc1cccc(C(=O)Nc2ccccc2N2CCCC2)c1	-1.6	1.1	-0.3	-0.5	-1	-0.2	-1	-1.3	-5	-9	-0.5
2	CN(C)S(=O)(=O)c1ccc(C(=O)Nc2cc(S(=O)(=O)Nc3ccccc3Cl)ccc2N2CCCCC2)cc1	0.6	0.8	-2.1	-1.7	-2	-0.2	-47	-1.5	17	-162	-1.2
3	COc1ccc(N=C2S/C(=C\c3ccc(OCC(=O)O)cc3)C(=O)N2CCc2c[nH]c3ccccc23)cc1	-2.4	-0.2	-0.2	0.9	1	0.1	-52	1.2	8	-7	-0.6
4	CCOC(=O)CCCCC1C(CCCC(=O)OCC)C=NN1C (stereo not drawn)	-1.1	-3.2	-2.9	-0.7	-3	-0.3	-7	0.0	1	1	-0.9
5	Cc1ccc([N+](=O)[O-])cc1NC(=O)C(Sc1ccccc1)c1ccccc1 (stereo not drawn)	-1.3	4.7	1.7	-0.7	-1	-0.4	-2	0.4	-2	2	-1.3
6	CCN1CCN(c2cc(C)c3cc(NC(=O)CCC(=O)N4CCN(c5ccccc5)CC4)ccc3n2)CC1	-1.0	-2.4	-0.6	-1.2	0	0.0	-12	0.0	-1	-29	-0.8
7	CCN(CC(=O)NCc1cccs1)S(=O)(=O)c1ccccc1Cl	1.7	2.1	-0.7	0.1	-1	0.5	-1	-2.1	0	1	-1.6
8	O=C(/C=C/c1ccc(Cl)cc1)OCC(=O)c1ccc[nH]1	-0.1	1.8	1.2	2.6	1	-2.1	10	1.3	-1	-14	-0.9
9	O=C(N/N=C/c1ccc[nH]1)c1ccc(Cl)cc1	-2.5	5.7	0.2	4.7	4	-0.2	3	0.6	3	-20	-0.5
10	COc1ccc(N2C(=O)N[C@@H](Cc3ccccc3)C2=O)cc1OC	-0.3	-0.7	-1.0	-5.5	-3	0.1	5	-0.6	-2	-2	-1.1
11	CCC(C)n1c(SCC(=O)NC2CCS(=O)(=O)C2)nc2ccccc2c1=O (stereo not drawn)	-2.8	-0.4	-1.4	-0.1	1	0.1	1	-0.8	-1	0	-1.0
12	CC1(C)CC(NS(=O)(=O)c2ccc3ccccc3c2)CC(C)(C)N1	-0.3	3.4	0.2	-0.5	-2	0.3	2	-0.3	5	-2	-0.7
13	COc1ccc(-n2cc(COC(=O)NCCc3ccccc3)nn2)cc1	.	.	.	0.1	-2	-0.3	5	-1.1	-1	-1	-0.1
14	CC(=O)NC(CC(C)C)C(=O)NC(Cc1ccccc1)C(=O)CCl (stereo not drawn)	-0.8	-4.4	0.1	-1.4	-2	-0.3	7	0.0	-4	2	-0.7
15	O=C(Cn1ccc2ccccc2c1=O)NCC(=O)N1CCN(c2ccccc2F)CC1	2.2	1.6	0.0	0.3	1	0.1	-1	-3.0	-3	-1	-1.3

Reformatted with values under each structure: entries from further up
Results follow in this order: PG9 Ab binder	GAA850 FXN act	DAX1 inh-2	hgDAF12 agonist	SMARCA2 activ	DAX1 inh-1	sPLA2-III inh	hcDAF-12 act	Rev-erbA mod	PLCb3 inh	ssDAF12 agonist
3) COc1ccc(N=C2S/C(=C\c3ccc(OCC(=O)O)cc3)C(=O)N2CCc2c[nH]c3ccccc23)cc1
  -2.4	-0.2	-0.2	0.9	1	0.1	-52	1.2	8	-7	-0.6
9) O=C(N/N=C/c1ccc[nH]1)c1ccc(Cl)cc1
  -2.5	5.7	0.2	4.7	4	-0.2	3	0.6	3	-20	-0.5
11) CCC(C)n1c(SCC(=O)NC2CCS(=O)(=O)C2)nc2ccccc2c1=O (stereo not drawn)
  -2.8	-0.4	-1.4	-0.1	1	0.1	1	-0.8	-1	0	-1.0
7) CCN(CC(=O)NCc1cccs1)S(=O)(=O)c1ccccc1Cl
  1.7	2.1	-0.7	0.1	-1	0.5	-1	-2.1	0	1	-1.6

Next section
No.	mol	PG9 Ab binder	GAA850 FXN act	DAX1 inh-2	hgDAF12 agonist	SMARCA2 activ	DAX1 inh-1	sPLA2-III inh	hcDAF-12 act	Rev-erbA mod	PLCb3 inh	ssDAF12 agonist
16	CCn1c(=O)n(CCOC)c(=O)c2c3c(sc21)CCCC3	-2.3	0.1	-0.5	1.7	1	0.6	0	-2.7	7	4	-1.2
17	Cc1cccc(CC2CC(=O)N(c3ncccn3)C2=O)c1 (stereo not drawn)	-0.8	0.9	-0.1	2.5	-3	0.4	3	0.3	-2	3	-1.4
18	COc1ccccc1C(=O)NCC(=O)OCCCOC(=O)CNC(=O)c1ccccc1OC	-1.0	2.7	0.1	1.7	5	0.2	-3	0.2	6	-2	-0.3
19	CC(=O)N1CCCc2cc(S(=O)(=O)N3CCCC(C(=O)NCc4ccccc4Cl)C3)ccc21 (stereo not drawn)	-2.3	-0.9	-0.6	-3.7	-2	-0.6	-3	-1.0	3	-5	-1.4
20	COc1cccc(/C=C/C(=C2/C(=O)N(c3ccccc3)N=C2C)c2ccccc2)c1OC	1.3	0.9	-0.1	2.5	-4	0.0	7	-0.5	-6	-4	-1.0
21	O=C(N1CCOCC1)N1CCN(S(=O)(=O)N2CCOCC2)CC1	-1.2	0.6	1.2	0.6	0	0.2	8	-1.4	6	4	-1.3
22	COc1ccc(C2C(C(=O)Nc3ccc(Cl)c(Cl)c3)CCC(=O)N2c2ccc(OC)cc2)cc1 (stereo not drawn)	.	.	.	-0.9	-2	-0.2	6	-0.1	-1	0	-0.1
23	C#CCOC(=O)C[N+](C)(C)C/C=C/c1ccccc1	-2.0	1.9	0.9	-0.7	0	0.3	13	-0.4	0	5	-1.0
24	CSc1nc(C)nc2c1c(=O)n(C)c(=O)n2C	-0.4	0.9	1.5	2.2	-2	-0.1	1	-0.1	-5	0	-1.2
25	CCCCN(C(=O)c1ccncc1)c1c(N)n(CCC)c(=O)[nH]c1=O	1.4	3.0	0.9	1.4	-4	-1.1	15	1.5	-1	-8	-1.8
26	COC(=O)C1=C(C)N(CCc2c[nH]c3ccccc23)C(=O)C1	0.5	2.1	1.4	1.1	-3	0.1	-41	1.1	-3	-21	-1.2
27	Cn1nc(C(=O)NNC(=O)c2ccccc2Br)c2ccccc2c1=O	0.0	-0.3	0.4	1.5	-3	0.1	13	0.7	-4	0	0.2
28	C=CCOc1cccc(C(=O)N2CCC(CCC(=O)NC3CC3)CC2)c1	-1.4	-0.4	0.2	0.0	2	-0.5	3	-0.7	4	-4	-0.9
29	COCC(=O)N1CCCc2ccccc21	-1.8	0.0	-0.3	3.6	-1	0.1	3	6.3*	3	-4	0.1
30	COc1cccc(/C(O)=C2/C(=O)C(=O)N(CCN3CCOCC3)C2c2cccnc2)c1 (stereo not drawn)	-0.3	0.2	1.5	0.4	-3	-0.7	9	-0.4	6	1	-1.2
31	CCOc1ccc(C2CC(c3ccc(OC)cc3)n3ncnc3N2)cc1 (stereo not drawn)	-0.5	2.5	1.3	3.5	0	0.0	-3	-1.8	1	-31	-1.3
32	O=C1CSC(c2cn(-c3ccccc3)nc2-c2cc3ccccc3o2)N1Cc1ccccc1 (stereo not drawn)	-1.1	3.6	-0.4	0.8	0	0.3	5	0.7	3	3	-1.4
33	CCCC(=O)Nc1ccc(NC(=O)c2ccco2)cn1	-1.3	5.2	2.3	4.7	3	0.2	0	-1.5	-3	3	-0.8
34	N#Cc1c(-c2ccccc2)nc(SCc2cccc(Cl)c2)[nH]c1=O	8.7*	-1.0	-0.2	-1.6	-1	0.2	-72	-0.9	-6	-21	-1.0
35	Cn1c(C(=O)N2CCN(c3nc4ccccc4s3)CC2)cc2sccc21	14*	-1.9	-0.6	-1.4	-5	-0.6	8	-1.2	10	0	-1.7
36	CC(C)(C)c1cc(C(=S)N2CCCC2)cc(C(C)(C)C)c1O	-2.3	2.5	-0.1	-2.0	-2	0.2	18	-1.8	8	-4	-1.6
37	CC(C)n1c2ccccc2c2nc3ccccc3nc21	-3.3	2.1	-1.4	0.8	1	-1.5	2	-0.9	9	-395	-0.6
38	O=C(c1ccccc1)C(CCc1ccccn1)CCc1ccccn1	0.7	4.2	2.6	9.5	-1	1.0	5	0.1	8	-3	-0.6
39	Cc1ccc2c(c1)N(C(=O)CCC(=O)NC1CCCCCC1)CCO2	-1.3	0.3	1.3	-2.3	-2	1.2	1	-2.7	-3	1	-1.7
40	CC1(C)CC(=O)C=C(c2cccc(Cl)c2O)C1	-1.0	3.1	0.9	0.4	1	-0.2	-5	-0.4	-6	-10	-1.5
41	CC(=O)NC12CC3CC(C1)CC(C(=O)Nc1nc4ccc(F)cc4s1)(C3)C2	-0.9	-1.7	1.1	4.9	-2	2.0	-9	3.4	0	-9	-0.3
42	CCOc1ccc(CCNC(=O)CCNC(=O)c2ccccc2Cl)cc1OCC	-0.9	1.1	0.1	-1.5	-1	-0.1	-1	-0.1	4	-8	-1.2

From PubChem
